Bioassay records as filed in PubChem.
TIM10 inh – growth inhibitors of isogenic TIM10 control yeast, primary screen, counter-screen for tim10-1 yeast inhibitor project, luminescence, uHTS. S. cerevisiae TIM10 strain growth, BacTiter-Glo luminescence, 24 h. inhibition, % at 10 µM. 1.4% of 330,000 active. AID 463195, 2010;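 active = inhibition of 40% or more at the single tested concentration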;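 note: wild-type TIM10 isogenic control strain grown at permissive 25 °C; 0% = DMSO yeast wells and 100% = minimal medium wells without yeast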
UPR XBP1 act – activators of adaptive XBP1 UPR arm, primary screen, cell-based, CHO-XBP1 luciferase reporter, luminescence, uHTS. IRE1-XBP1 UPR activation; percent of tunicamycin response, DMSO as zero. activation, % at 20 µM. 0.33% of 330,000 active. AID 463104, 2010;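 active = versus positive control, 20 µM dose yields 30% or more activation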;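 note: 100% = tunicamycin at 10 µg/mL and 0% = DMSO only wells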
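Material: CHO cell line with stable XBP1 luciferase reporter; schedule: 16-18 h cell attachment at 37 °C, then 6 h compound exposure; signal: glow luminescence from Steady-Glo reagent; medium: serum-containing F12 medium, 10% FBS; benchmarks: tunicamycin 10 µg/mL and vehicle-only wells; read-out: percent activation relative to tunicamycin reference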
Mdm2 MdmX PPI – inhibitors of human Mdm2-MdmX association, primary screen, cell-based, luminescence, split luciferase, SaOS-2, uHTS. AID 485346, 2010. inhibition, % at 8 µM. SaOS-2 split-luciferase Mdm2/MdmX complementation. 3% of 330,000 active. Protein Mdm4 (Homo sapiens) + E3 ubiquitin-protein ligase Mdm2 (Homo sapiens), …;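 active = inhibition of at least 50% at 8 µM in the primary screen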
CHOP UPR activ – activators of apoptotic CHOP UPR arm, primary screen, cell-based, CHO-CHOP luciferase reporter, luminescence, uHTS | UPR activation; percent of tunicamycin response over DMSO baseline | activation, % at 10 µM | 0.34% of 330,000 active;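 active = at 10 µM dose, activation of 40% or more, normalized to positive control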;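 note: 100% = tunicamycin at 10 µg/mL and 0% = DMSO alone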
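assay system = CHO CHOP reporter cells | amount = 500 CHO-CHOP cells per well | buffer or medium = F12 with 10% FBS | incubation = 16-18 h cell attachment, then 6 h compound exposure, 37 °C | detection = luminescence read with Steady-Glo | read-out = percent activation relative to tunicamycin control | controls = tunicamycin high control, DMSO low control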
APJ antag – antagonists of human apelin receptor APJ, primary screen, CHO-K1 cells, beta-arrestin complementation, luminescence; inhibition, % at 20 µM; P35414; 0.32% of 330,000 active;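 active = inhibition above about 40% at 20 µM, limit read from the data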;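 note: cells challenged with 10 nM apelin-13 agonist together with compound; plate controls were apelin-13 plus DMSO wells for no effect and DMSO wells lacking apelin-13 for full effect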
Target sequence (P35414 whole entry, looked up): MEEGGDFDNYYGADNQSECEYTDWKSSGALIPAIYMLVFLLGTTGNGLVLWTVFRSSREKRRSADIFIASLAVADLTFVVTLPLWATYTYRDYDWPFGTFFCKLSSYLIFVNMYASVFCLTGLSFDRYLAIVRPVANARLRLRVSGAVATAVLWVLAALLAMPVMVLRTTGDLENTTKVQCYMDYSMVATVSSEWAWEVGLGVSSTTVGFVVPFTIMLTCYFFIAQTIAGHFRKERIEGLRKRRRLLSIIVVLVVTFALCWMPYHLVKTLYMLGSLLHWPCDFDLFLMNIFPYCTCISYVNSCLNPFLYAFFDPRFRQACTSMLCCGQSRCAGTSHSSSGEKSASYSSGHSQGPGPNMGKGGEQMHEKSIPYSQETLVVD
CXCR6 inh – CXCR6 receptor inhibitors, primary screen, cell-based, beta-arrestin, luminescence, CHO-K1 PathHunter, 1536-well; C-X-C chemokine receptor type 6 (Homo sapiens), O00574; inhibition, % at 20 µM; 0.36% of 360,000 active; AID 602244, 2012; in the data active = inhibition above about 34%, passing the limit was not always enough;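 note: antagonist mode with CXCL16 agonist at 10 nM final; 0% = 10 nM CXCL16 with DMSO and 100% = unstimulated wells without agonist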
Target sequence (O00574 whole entry, looked up): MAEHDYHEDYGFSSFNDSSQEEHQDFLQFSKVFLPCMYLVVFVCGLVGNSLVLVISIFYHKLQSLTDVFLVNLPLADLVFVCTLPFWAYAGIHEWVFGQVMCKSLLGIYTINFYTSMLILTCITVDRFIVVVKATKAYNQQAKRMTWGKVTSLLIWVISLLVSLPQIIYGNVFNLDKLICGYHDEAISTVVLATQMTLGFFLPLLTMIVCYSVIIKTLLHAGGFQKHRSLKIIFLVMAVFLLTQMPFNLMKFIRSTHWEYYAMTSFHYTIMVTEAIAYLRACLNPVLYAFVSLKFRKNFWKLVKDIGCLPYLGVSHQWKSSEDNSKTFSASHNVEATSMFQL
tim10-1 inh – growth inhibitors of tim10-1 mutant yeast, primary screen, luminescence, uHTS. 2.2% of 330,000 active. inhibition, % at 20 µM. AID 463190, 2010. S. cerevisiae tim10-1 ts strain growth, BacTiter-Glo, 24 h;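 active = inhibition of at least 40%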;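 note: mutant grown at 25 °C; 0% = DMSO wells with yeast and 100% = wells holding no yeast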
tim23-1 inh – growth inhibitors of tim23-1 mutant yeast, primary screen, luminescence, uHTS; 1.3% of 330,000 active; S. cerevisiae tim23-1 growth, BacTiter-Glo luminescence, 24 h; inhibition, % at 20 µM; AID 463212, 2010;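 active = growth inhibition of the mutant yeast at or above 50%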;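 note: temperature-sensitive mutant grown at 25 °C; plate controls were DMSO-treated mutant yeast for no effect and medium wells lacking yeast for full effect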
APJ ag – agonists of human apelin receptor APJ, primary screen, CHO-K1 cells, PathHunter beta-arrestin, luminescence; P35414; 0% DMSO wells, 100% apelin; activation, % at 20 µM; 0.11% of 330,000 active; AID 2520, 2010;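 active = activation more than six SD over the plate average, tested at 20 µM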;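 note: 0% = DMSO alone and 100% = apelin-13 at 10 nM; some results filed as inactive read as strong as hits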
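Assay system: CHO-K1 APJ beta-arrestin complementation cell line / Compound: single test compound dose, 20 µM final, 1% DMSO / Times: overnight seeding, 90 min compound at 25 °C, 1 h detection / Technique: beta-gal luminescence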
* hit, by the source's call; nt = no result given. A portion of the library; count on the stated rates, not on these rows.

mol	TIM10 inh	UPR XBP1 act	Mdm2 MdmX PPI	CHOP UPR activ	APJ antag	CXCR6 inh	tim10-1 inh	tim23-1 inh	APJ ag
NC(=S)Nc1ncc(C(F)(F)F)cc1Cl	-8.4	-3.0	10.5	0.4	-13.6	0.5	-18.2	-3.8	-3.6
COC(=O)CSCC(=O)Nc1cc2c(cc1C(C)=O)OCO2	-1.5	2.8	-5.7	-1.9	6.0	0.2	6.7	1.5	-2.5
O=C(Nc1nc(-c2ccc(Cl)cc2)cs1)C1CCCO1 (stereo unspecified)	22.6	-0.9	-14.6	5.1	-5.4	-2.9	19.3	23.6	-1.3
CCOC(=O)C(Cc1ccccc1)NS(=O)(=O)c1ccc(NC(C)=O)cc1 (stereo unspecified)	13.6	-2.4	14.0	0.3	8.6	1.1	7.4	0.2	-4.1
CCOC(=O)c1c(SC)[nH]c2c(Cl)cccc2c1=O	-8.2	2.2	11.6	-0.6	-23.8	-4.1	-5.1	10.9	-1.7
COCCCNC(=O)CC(NS(=O)(=O)c1ccc(C)cc1)c1ccc(OC)cc1 (stereo unspecified)	1.2	-1.1	-14.4	1.3	-1.9	-5.1	0.9	9.1	0.7
Cc1ccc(C)c(SCC(=O)NNC(=O)c2ccccc2)c1	-13.9	-1.7	14.6	-1.6	13.9	-7.8	0.7	5.3	0.2
O=C(Oc1cccc(-n2cnnn2)c1)c1ccccc1	-11.4	11.7	-7.2	1.2	-3.3	-4.1	5.7	3.3	2.9
CCC(=O)N(CCc1ccccc1C)Cc1cc2ccc(C)cc2[nH]c1=O	11.9	-3.8	-1.3	1.6	10.6	-8.1	16.6	17.2	-0.2
CC(=O)c1ccc(S(=O)(=O)N2CCCC2)cc1	-10.4	1.6	-76.3	4.5	8.7	-8.4	11.6	-10.8	-2.9
CC(C)(C)c1cc(NC(=O)c2cc(F)c(F)c(F)c2F)no1	-13.8	-3.3	8.7	5.4	-14.0	-6.8	1.7	7.6	-1.5
Cc1ccc(CNC(=O)Cn2nnc(C(=O)Nc3ccc(Br)cc3)c2N)cc1	-4.5	-3.3	42.8	4.5	16.4	7.6	20.0	13.2	-5.9
Cn1c(=O)n(CCOc2ccc([N+](=O)[O-])cc2)c2ccccc21	21.2	9.4	-11.1	5.0	7.9	4.3	16.5	17.8	-5.7
COc1ccc(CC(=O)Nc2c(C(=O)N3CCN(c4ncccn4)CC3)oc3ccccc23)cc1	21.9	-3.6	0.9	-1.7	-9.9	-3.6	24.3	23.5	-2.9
O=C(NC1CCCCC1)c1cc(-c2ccc(F)cc2)on1	-19.4	0.7	-45.1	5.0	1.5	1.7	-37.7	-17.1	-1.4
COc1ccc(NC(=O)C(=O)NCC(c2ccco2)N2CCc3ccccc3C2)cc1 (stereo unspecified)	21.7	-3.6	-14.7	0.1	-1.3	1.3	14.3	12.0	-3.9
O=C(COc1cccc(Cl)c1)NCc1ccccc1	-7.7	-2.5	5.0	-0.2	7.9	4.0	24.8	16.0	0.8
COc1ccc(CN2CCC(N3CC(C)OC(C)C3)CC2)c(OC)c1 (stereo unspecified)	4.7	-2.5	19.9	3.2	2.9	-8.4	-13.2	-4.7	-2.5
C=CCc1ccc(OCCCNC2CCCC2)c(OC)c1	1.3	3.2	-16.2	0.6	-4.7	0.8	-12.2	12.2	4.8
CC(NC(=O)c1ccco1)C1COc2ccccc2O1 (stereo unspecified)	9.7	-3.8	9.2	-0.7	-20.0	-0.7	22.4	11.5	1.0
COc1cc2oc(=O)cc(-c3ccc(-c4ccc(OC(F)(F)F)cc4)cc3)c2c(OC)c1OC	0.6	1.2	19.9	6.7	nt	6.0	15.2	37.7	nt
Cc1ccc(S(=O)(=O)Nc2ccc3c(c2)CCC3)cc1C	9.1	-1.0	27.0	1.4	9.1	-10.6	-11.6	7.1	-2.7
OC(CNC1CCCCC1)CNC1CCCCC1	-1.5	-1.5	11.7	1.5	0.1	-10.0	2.7	1.6	-0.5
O=C(O)C1CCC(Cn2c(SCc3cc(=O)n4ccccc4n3)nc3ccsc3c2=O)CC1 (stereo unspecified)	-7.9	-3.4	17.1	-0.2	15.0	-2.3	1.8	-2.0	-2.2
CCOC(=O)c1c(NC(=O)OC)sc(C(=O)N(C)C)c1C	-20.3	-5.2	12.9	-1.2	1.3	-4.5	-11.9	-5.7	-1.9
C1CN(CC23CC4CC(CC(C4)C2)C3)CCO1	-6.9	-1.4	-0.3	-1.4	-3.4	-11.3	-30.6	-15.5	-3.0
O=C(OCCN1CCCCC1)c1ccc(O)cc1	-4.6	-1.0	1.4	-0.3	11.0	-1.5	6.1	6.3	-3.7
COc1ccc2nc(N3C(=O)/C(=C/c4ccccc4)NC3=S)sc2c1	7.7	0.7	54.1*	0.4	38.0	11.8	5.3	1.0	-3.0
CN(C)c1ccc(C(C(=O)NC2CCCC2)N(Cc2cccnc2)C(=O)c2snc(C(N)=O)c2N)cc1 (stereo unspecified)	-5.5	-4.9	-31.7	0.3	1.6	2.3	10.4	10.2	1.8
COc1cc(NC(=O)C2CC(c3ccc(Cl)cc3)=NO2)cc(OC)c1OC (stereo unspecified)	1.6	-2.9	8.6	0.3	11.2	-7.9	-9.9	-0.3	-0.6
O=C(COc1cnc2ccccc2n1)NCCC1=CCCCC1	-15.0	-1.5	5.9	-1.8	11.2	0.9	18.2	10.7	-3.3
CN(CCC1CCOCC1)C(=O)C1CCC(=O)N(CCc2ccccc2)C1 (stereo unspecified)	-12.1	0.7	10.3	2.6	14.4	-9.8	3.3	2.9	-4.9
O=c1[nH]c(/C=C/c2ccc([N+](=O)[O-])cc2)c([N+](=O)[O-])c(=O)[nH]1	-10.4	-1.0	29.7	0.9	-29.3	-23.9	-7.8	13.1	9.3
COc1ccc(C(=O)O)cc1S(=O)(=O)NCc1ccncc1	2.4	-0.1	8.4	-0.1	2.7	-8.2	10.6	5.9	-2.8
Cc1ccc(S(=O)(=O)NC2CCCC2)cc1C(N)=O	27.3	-0.4	5.7	-0.8	-6.1	-6.1	-8.9	-9.3	-0.9
O=C(CCCCO)CCCCCCCC[C@H]1N[C@H](CO)[C@H](O)[C@@H]1O[C@@H]1O[C@H](CO)[C@@H](O)[C@H](O)[C@H]1O	-12.4	6.8	3.2	2.7	-11.9	-1.7	-16.3	-0.9	-0.1
COc1cc(/C=N\NC(=O)c2ccc(Cn3cc(Br)c([N+](=O)[O-])n3)o2)cc(OC)c1O	6.2	-3.7	-19.2	-1.7	-28.4	0.5	6.8	8.0	1.9
COc1ccccc1C(=O)COC(=O)Cn1c(C)csc1=O	-3.8	1.7	11.2	1.8	-3.9	0.2	8.0	13.5	0.8
CC(=O)c1ccc(OCCCOc2cccc3cccnc23)cc1	-10.0	-0.1	17.2	3.3	-4.9	-2.6	-22.0	32.2	-1.5
CCCCCCNCCn1cnc2c(N)ncnc21	-3.7	-1.8	-19.7	-2.0	-3.3	-6.4	-7.9	-0.3	-4.2

Rewritten with values under each structure: entries from further up
Fields: TIM10 inh, UPR XBP1 act, Mdm2 MdmX PPI, CHOP UPR activ, APJ antag, CXCR6 inh, tim10-1 inh, tim23-1 inh, APJ ag
> COc1cc(/C=N\NC(=O)c2ccc(Cn3cc(Br)c([N+](=O)[O-])n3)o2)cc(OC)c1O
→ 6.2, -3.7, -19.2, -1.7, -28.4, 0.5, 6.8, 8.0, 1.9
> O=C(CCCCO)CCCCCCCC[C@H]1N[C@H](CO)[C@H](O)[C@@H]1O[C@@H]1O[C@H](CO)[C@@H](O)[C@H](O)[C@H]1O
→ -12.4, 6.8, 3.2, 2.7, -11.9, -1.7, -16.3, -0.9, -0.1
> CC(=O)c1ccc(OCCCOc2cccc3cccnc23)cc1
→ -10.0, -0.1, 17.2, 3.3, -4.9, -2.6, -22.0, 32.2, -1.5
> Cc1ccc(S(=O)(=O)NC2CCCC2)cc1C(N)=O
→ 27.3, -0.4, 5.7, -0.8, -6.1, -6.1, -8.9, -9.3, -0.9
> CCCCCCNCCn1cnc2c(N)ncnc21
→ -3.7, -1.8, -19.7, -2.0, -3.3, -6.4, -7.9, -0.3, -4.2

Continuation.
mol	TIM10 inh	UPR XBP1 act	Mdm2 MdmX PPI	CHOP UPR activ	APJ antag	CXCR6 inh	tim10-1 inh	tim23-1 inh	APJ ag
CC(=N\Nc1ccc(Cl)cc1)/C(=N/O)C(=O)Nc1ccccc1	15.6	-2.0	3.5	-0.6	20.4	22.2	24.9	26.1	-11.8
CCCCOC(=O)Nc1cccc(C(=O)OCC)c1	6.6	3.6	2.2	-4.4	-0.6	4.1	46.0*	25.1	-5.5
Cc1c(N2C(=O)c3ccc(F)cc3C2=O)c(=O)n(-c2ccccc2)n1C	0.8	-2.4	14.6	0.1	-7.9	-1.3	6.2	16.4	0.2
Cc1nc2ccc(F)cc2cc1C(=O)NCc1ccco1	-5.9	-0.2	6.5	-0.2	-12.5	-12.1	8.7	0.3	-2.3
COC(C[C@@H](O)C[C@@H](O)COCc1ccccc1)OC	9.3	-1.9	4.0	-2.4	-15.6	-3.1	7.3	14.7	9.0
COC(=O)COc1cc(Cl)c(C=O)cc1OC	13.6	1.1	3.1	-0.3	-0.9	-12.5	27.2	14.3	-3.0
CCOc1cccc(NC(=O)C2CCCN(S(=O)(=O)c3ccc(OC)cc3)C2)c1 (stereo unspecified)	21.4	-1.5	5.6	0.1	-23.3	-2.5	27.7	24.3	-2.1
COc1cc2ccccc2nn1	11.4	-0.7	12.6	-1.8	8.1	-12.5	-19.4	1.6	1.7
Cc1ccc(N(C(=O)c2sc(C)nc2C)C(C(=O)NC(C)(C)C)c2ccncc2)cc1 (stereo unspecified)	-2.1	2.9	14.5	0.2	-3.3	5.4	15.4	4.0	-2.2
COC(=O)C1=C(C)NC(=O)NC1c1ccc(OCC(=O)N2CCCCC2)cc1 (stereo unspecified)	6.3	-1.2	-25.3	-0.1	-6.9	5.5	0.6	5.3	-0.4
O=C(c1ccccc1S(=O)(=O)NCc1ccccc1)N1CCCC1	-0.9	-2.2	-18.2	1.0	-13.6	-0.9	-4.6	1.0	-1.1
CC(OC(=O)c1ccc2c(c1)OCCO2)C(=O)c1ccccc1 (stereo unspecified)	-35.8	-0.7	-167.4	2.1	11.2	9.1	-36.2	-6.2	-7.6
Cc1ccc(C)c(N=Cc2ccc(-c3ccc([N+](=O)[O-])cc3)o2)c1	26.3	-3.2	-11.8	0.8	-18.3	11.0	24.0	30.0	0.9
CC(=O)c1ccc(NC(=O)CCC(=O)N2CC(C)Oc3ccc(C)cc32)cc1 (stereo unspecified)	7.3	-3.0	5.1	-0.7	2.2	2.5	13.3	-7.5	-1.6
